Screens from PubChem.
CRFR2-BP antag: antagonists of CRF-binding protein/CRF-R2 receptor complex; inhibition, % at 11.8 µM; HEK293 CRF-R2/CRF-BP, CRF-induced calcium fluorescence; AID 588475; 350,000 tested, 0.59% active;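 active means inhibition of the ligand-induced calcium signal above about 50% at the single tested concentration, limit read from the data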
GalR3 antagonist: blocks the human galanin receptor 3; O60755; HEK293 GalR3-CNG cAMP membrane potential fluorescence; galR3 body fused to GalR1 C-terminus; inhibition, % at 3 µM; 360,000 tested, 0.44% active;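 active means inhibition above the screen-wide average plus 3 SD, cut at about 13% in these data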;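 further: forskolin and galanin both at EC90 stimulate the cells; cAMP rise reported by CNG channel membrane potential dye signal; 0% = forskolin plus galanin with DMSO and 100% = forskolin alone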
Target sequence (O60755 1-299 limits assumed): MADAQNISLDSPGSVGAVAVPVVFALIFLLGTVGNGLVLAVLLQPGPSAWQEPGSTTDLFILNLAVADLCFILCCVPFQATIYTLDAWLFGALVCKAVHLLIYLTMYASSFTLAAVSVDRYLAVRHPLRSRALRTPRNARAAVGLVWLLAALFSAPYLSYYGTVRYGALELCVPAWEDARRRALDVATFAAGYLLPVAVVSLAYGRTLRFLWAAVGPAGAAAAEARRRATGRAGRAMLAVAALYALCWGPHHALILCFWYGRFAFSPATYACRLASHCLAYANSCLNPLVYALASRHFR
Numbers without * were called inactive. Some of the compounds tested; rates above refer to the full screens.

SMILES	CRFR2-BP antag	GalR3 antagonist
C[C@H]1CN([C@@H](C)CO)S(=O)(=O)c2ccc(Br)cc2O[C@@H]1CN(C)C(=O)Cc1ccccc1	2.2	-3.8
C[C@@H]1CN([C@H](C)CO)S(=O)(=O)c2ccc(Br)cc2O[C@@H]1CN(C)C(=O)NC1CCCC1	7.8	-5.6
CSCC[C@H]1COC[C@@H](Cc2ccccc2)N1c1ccccc1	1.5	-3.8
COc1cc2[nH]c(=O)c(C(=O)NCc3ccc(C)cc3)c(O)c2cc1OC	4.8	-2.3
N#CC(=Cc1cccs1)c1nc(-c2ccc(Cl)cc2)cs1	-9.6	-3.6
O=S(=O)(c1ccc(Cl)cc1)N1CCN(c2nc(C(F)(F)F)nc3ccccc23)CC1	-12.4	-4.0
Cc1ccc(C)c(S(=O)(=O)Nc2ccc(C(=O)N3CCOCC3)cc2)c1	0.7	-2.4
O=C(/C=C/c1cccc(Cl)c1)OCC(=O)c1ccc[nH]1	-5.1	-3.2
CC(C)c1cc(C(=O)NC2CCCCCC2)c2ccccc2n1	4.7	-7.6
C[C@@H]1CN([C@@H](C)CO)C(=O)CCCn2nncc2CO[C@H]1CN(C)S(=O)(=O)c1cccs1	1.9	-4.7
COc1ccc(C#CC2=CC(=O)CC(C)(C)C2)cc1	16.7	-2.2
COc1cccc(C(=O)N2CCCc3ccccc32)c1OC	-0.8	-7.8
COc1cccc(C(=O)c2ccccc2NC(C)=O)c1	9.7	-4.8
O=C(CC1SC(N2CCCC2)=NC1=O)Nc1ccc(C(=O)NCc2ccccc2F)cc1 (configuration not stated)	10.8	-6.1
Cc1ccccc1-c1cnc2c(c1)C(=O)N([C@H](C)CO)C[C@@H](C)[C@H](CN(C)C(=O)c1ccncc1)O2	15.1	-3.8
C[C@@H]1CCCCO[C@H](CN(C)S(=O)(=O)c2cn(C)cn2)[C@@H](C)CN([C@H](C)CO)C(=O)c2cc(NC(=O)c3ccncc3)ccc2O1	2.5	-1.7
C[C@@H]1ON(C)[C@H]2C[C@H]3c4[nH]c5ccc(-c6ccc7c(c6)OCO7)cc5c4CCN3C(=O)[C@@H]12	5.2	-4.1
C[C@H]1CN([C@@H](C)CO)C(=O)CCCn2nncc2CO[C@@H]1CN(C)Cc1cccc(O)c1	-14.1	-3.5
CCOC(=O)C1C(=O)CC(=O)C(C(=O)OCC)C1c1ccc(O)cc1 (configuration not stated)	-2.6	-3.7
O=C(OCc1ccccc1)N1CCC2CC1c1cc(N3CCNCC3)ccc12 (configuration not stated)	-7.9	-10.8
C[C@@H]1CN([C@H](C)CO)C(=O)CCCn2cc(nn2)CO[C@H]1CN(C)C(=O)C1CC1	25.7	-5.3
C[C@H]1CN([C@@H](C)CO)C(=O)CCCn2nncc2CO[C@H]1CN(C)S(=O)(=O)c1ccc(C#N)cc1	7.4	7.0
C[C@H]1CN([C@@H](C)CO)C(=O)CCCn2nncc2CO[C@@H]1CN(C)C(=O)c1ccc(N2CCN(C)CC2)cc1	3.0	-7.7
CC(=O)Nc1ccc(S(=O)(=O)c2ccnc3cc(Cl)ccc23)cc1	6.7	-2.3
C[C@H]1CN([C@@H](C)CO)C(=O)CCCn2cc(nn2)CO[C@@H]1CN(C)C(=O)Nc1ccc2c(c1)OCO2	-20.2	-5.8

3 compounds already listed, sorted by SMILES length, ascending.
SMILES	CRFR2-BP antag	GalR3 antagonist
COc1cccc(C(=O)c2ccccc2NC(C)=O)c1	9.7	-4.8
CC(=O)Nc1ccc(S(=O)(=O)c2ccnc3cc(Cl)ccc23)cc1	6.7	-2.3
C[C@H]1CN([C@@H](C)CO)S(=O)(=O)c2ccc(Br)cc2O[C@@H]1CN(C)C(=O)Cc1ccccc1	2.2	-3.8

The listing picks up, repeating the 3 entries before the break.
SMILES	CRFR2-BP antag	GalR3 antagonist
C[C@H]1CN([C@@H](C)CO)C(=O)CCCn2nncc2CO[C@@H]1CN(C)C(=O)c1ccc(N2CCN(C)CC2)cc1	3.0	-7.7
CC(=O)Nc1ccc(S(=O)(=O)c2ccnc3cc(Cl)ccc23)cc1	6.7	-2.3
C[C@H]1CN([C@@H](C)CO)C(=O)CCCn2cc(nn2)CO[C@@H]1CN(C)C(=O)Nc1ccc2c(c1)OCO2	-20.2	-5.8
CCOC(=O)c1cc(OC(=O)Cc2ccc(OC)c(S(=O)(=O)N3CCOCC3)c2)cc(C(=O)OCC)c1	1.3	-7.4
COc1ccc([C@H]2C[C@H](O)[C@@H](n3cc(C4CC4)nn3)CN2Cc2cccs2)cc1	-16.5	4.8
C[C@@H]1CN([C@H](C)CO)C(=O)CCCn2nncc2CO[C@@H]1CN(C)S(=O)(=O)c1cccc(F)c1	-5.2	-3.5
COc1ccc(C(=O)Oc2ccc(C)cc2)cc1S(=O)(=O)N1CCOCC1	-0.3	-1.7
CNS(=O)(=O)c1ccc2c(c1)[nH]c(=S)n2C	-30.2	-4.8
Cc1csc(=O)n1CC(=O)OCC(=O)Nc1ccc(F)c(F)c1F	0.2	-8.2
CCN(CC)C(=O)C1=C(C)N(CCCOC)C(=O)C(CC(=O)NC2CCCCC2)C1 (configuration not stated)	3.1	2.2
CCN(CC)CCn1c(=S)[nH]c2cc(C(=O)NCc3ccccc3)ccc2c1=O	-8.1	0.2
C[C@H]1CN(C2CCCCC2)C(=O)[C@@H]1CC(=O)Nc1ccc(Br)cc1	-17.7	-6.5
O=C(c1ccc(CS(=O)Cc2ccccc2Cl)o1)N1CCN(c2ccccc2)CC1 (configuration not stated)	2.6	-5.3
Cc1c(Cl)ccc(S(=O)(=O)N2CCN(C)CC2)c1Cl	-3.6	-4.8
C[C@H](CO)N1C[C@H](C)[C@H](CN(C)S(=O)(=O)c2cccc(F)c2)Oc2cc(Br)ccc2S1(=O)=O	-9.5	-5.8
O=C(COC(=O)c1ccccc1SCC(=O)N1CCCC1)NCc1ccc(F)cc1	0.2	-7.5
CC1CCCC(NC(=O)CSc2nnc(-c3cccnc3)o2)C1C (configuration not stated)	-9.0	-5.0
CCCCNC(=O)CNC(=O)c1nn(-c2ccc(OC)c(OC)c2)c(=O)c2ccccc12	27.4	-7.2
O=C(COC(=O)c1cc(S(=O)(=O)N2CCOCC2)ccc1Cl)Nc1ccc(Cl)cn1	-9.3	-7.3
CCc1ccc(/C=C2\SC(=S)N(CCCC(=O)NCCCN3CCOCC3)C2=O)cc1	-8.3	-6.8
CCN(C(=O)CN1C(=O)NC2(CCCC2)C1=O)c1nc2c(C)cccc2s1	-10.3	-2.3
CCOc1ccccc1NCN1C(=O)c2ccccc2C1=O	-16.9	-1.5
Cc1ccc(C)c(NC(=S)N2CCC(C(=O)c3ccc(F)cc3)CC2)c1	4.2	-8.2
CC(=NO)C1(C)CC=CCC1CO (configuration not stated)	33.5	-3.1
COc1cccc(C2=CC(=O)CC(C)(C)C2=O)c1	2.5	-5.7
O=C(OCC(=O)N1CCCCCC1)c1cc(S(=O)(=O)N2CCOCC2)ccc1F	-3.4	-9.1
O=C(c1ccc(N2C(=O)CCC2=O)cc1)N1CCCSC1=Nc1ccccc1	-0.2	-6.7
COCC(C)NC(=O)C1CC(=O)N(CCc2ccc(F)cc2)C1 (configuration not stated)	0.5	-5.6
SMILES	CRFR2-BP antag	GalR3 antagonist
COc1cc(/C=C/C(=O)OCC(=O)N2CCc3ccccc32)cc(OC)c1OC	-10.4	-0.1
COC(=O)c1ccc(CNC(=O)c2cc(S(=O)(=O)NCc3ccccc3)ccc2C)cc1	4.3	-7.8
COc1ccc(CN2CCC[C@]3(N[C@H](c4ccccc4)[C@@H]4C(=O)N(Cc5ccccc5)C(=O)[C@@H]43)C2=O)cc1	-10.4	-5.5
C[C@@H]1CN([C@@H](C)CO)C(=O)CCCn2nncc2CO[C@@H]1CN(C)C(=O)Nc1ccc(-c2cccs2)cc1	-8.2	-6.8
CC(=O)N1CCc2c(sc(NC(=O)c3ccc([N+](=O)[O-])o3)c2C(N)=O)C1	2.2	2.4
O=[N+]([O-])c1ccccc1NS(=O)(=O)c1ccccc1	9.7	-3.5
C[C@H](CO)N1C[C@H](C)[C@@H](CN(C)S(=O)(=O)c2ccccc2C#N)OCc2cn(nn2)CCCC1=O	1.0	-5.1
CCc1nc(N2CCN(C(=O)CCCl)CC2)c2c3c(sc2n1)CCCC3	-36.7	-8.4
c1ccc(CN2CCC3CC2c2ccc(N4CCOCC4)cc23)cc1 (configuration not stated)	-7.4	-3.9
O=C(COC(=O)c1cccc(S(=O)(=O)N2CCCC2)c1)Nc1cccc(Br)c1	-7.2	-6.6
COc1ccc(C(CC(=O)c2ccc3c(c2)OCO3)C(=O)O)cc1OC (configuration not stated)	-19.9	-1.8
CN(CCO)C(=O)c1nc[nH]c1C(=O)N1CCN(C(=O)OC(C)(C)C)CC1	9.7	-2.5
Cc1noc(C)c1C(=O)OCC(=O)NC(=O)c1ccc(C(C)(C)C)cc1	-26.0	-8.1
Cc1noc(C)c1S(=O)(=O)N(C)C[C@@H]1OCc2cn(nn2)CCCC(=O)N([C@@H](C)CO)C[C@H]1C	4.9	-5.4
Cc1ccc(C(=O)NC(=S)c2c(C)cc3ccccn23)cc1	10.4	-6.9
COc1ccccc1CNS(=O)(=O)c1c(C)cc(C)cc1C	-20.2	-3.4
Cc1nc2cc3c(=O)n(C)cnc3cc2n1Cc1ccccc1	-2.2	-3.2
CC(=O)Nc1ccc(S(=O)(=O)NCCC(=O)NCc2ccco2)cc1	-2.7	3.8
Cc1cc(C)c(S(=O)(=O)N2CCN(C(=O)CC(C)n3nc(C)nc3C)CC2)c(C)c1 (configuration not stated)	14.8	-5.7
O=S(=O)(Nc1ccccc1Br)c1cccc2cccnc12	1.4	-10.4
O=C(NC1CCN(Cc2ccccc2)CC1)c1ccc(CS(=O)c2ccccc2Cl)o1 (configuration not stated)	12.2	-3.4
C[C@@H]1CN([C@H](C)CO)C(=O)CCCn2nncc2CO[C@@H]1CN(C)C(=O)c1ccccc1	-5.0	1.4
O=C(OCc1cn([C@H]2CN(CC3CCCCC3)[C@@H](c3ccccc3)C[C@@H]2O)nn1)c1ccccc1	5.7	-6.3
CCOC(=O)c1c(C)[nH]c(/C(C)=N/NC(=O)c2cccnc2)c1C	4.7	-6.2
COc1ccc2nc3n(c(=O)c2c1)-c1ncccc1C(=O)NC3Cc1ccccc1 (configuration not stated)	1.6	-4.5
SMILES	CRFR2-BP antag	GalR3 antagonist
O=[N+]([O-])c1cccc(CON=Cc2ccccc2O)c1	33.9	-2.8
Cc1nnc(NC(=O)CCN2C(=O)C3CC=CCC3C2=O)s1 (configuration not stated)	-0.7	-5.2
Cc1ccc(OCC(=O)OCC(=O)NC2CCCCCC2)cc1C	2.3	-3.7
C[C@@H]1CN([C@H](C)CO)C(=O)CCCn2nncc2CO[C@H]1CN(C)Cc1ccc(Cl)c(Cl)c1	7.3	-2.8
C[C@H](CO)N1C[C@H](C)[C@@H](CN(C)Cc2cccnc2)Oc2cc(-c3cccnc3)ccc2S1(=O)=O	6.6	-6.5
C[C@H](CO)N1C[C@H](C)[C@@H](CN(C)S(=O)(=O)c2ccc(F)cc2)OCc2cnnn2CCCC1=O	-1.8	-4.5
C[C@H]1CN([C@@H](C)CO)C(=O)c2cc(/C=C/c3ccccc3)cnc2O[C@H]1CN(C)C(=O)c1cccc(F)c1	7.8	-5.8
CC(Sc1nnc(-c2ccncc2)n1C)C(=O)NCC(=O)Nc1ccc(F)c(F)c1F (configuration not stated)	-22.3	-8.2
CCCN(CC(=O)Nc1ccccc1C)C(=O)c1cc2ccccc2oc1=O	-14.6	-2.9
CC1=C(C(=O)N2CCOCC2)CC(CC(=O)NCc2ccco2)C(=O)N1Cc1ccccc1 (configuration not stated)	2.1	-5.4
Cc1noc(C)c1S(=O)(=O)N(C)C[C@@H]1OCc2cnnn2CCCC(=O)N([C@@H](C)CO)C[C@H]1C	-10.3	-7.0
COc1ccc(S(=O)(=O)N(C)C[C@H]2OCCCC[C@@H](C)Oc3ccc(NC(=O)CCC(F)(F)F)cc3C(=O)N([C@H](C)CO)C[C@@H]2C)cc1	-5.9	-4.2
COc1ccc(/C=C/C(=O)Nc2ccc(C(C)=O)cc2)cc1S(=O)(=O)N1CCOCC1	-10.8	-1.4
COc1cc(C(=O)OCCCN2CCOCC2)cc(OC)c1OC	17.2	-4.2
Cc1ccc(C(=O)NCC(=O)OCc2nnc(-c3ccc([N+](=O)[O-])cc3)o2)cc1	-5.4	-5.4
CCCCN(C(=O)c1cc(Cl)nc2ccccc12)c1c(N)n(CCC)c(=O)[nH]c1=O	0.3	-3.0
N#Cc1ccc(CN2CCN(C(=O)C3CC(=O)N(c4ccc5c(c4)OCCO5)C3)CC2)cc1 (configuration not stated)	6.8	-5.7
C[C@H](O)[C@@H]1CN2CCc3c([nH]c4ccc(-c5ccc6c(c5)OCO6)cc34)[C@@H]2C[C@@H]1N(C)C(=O)Nc1cc(Cl)cc(Cl)c1	-4.4	-6.6

A stretch taken from the entries so far, as a working copy:
SMILES	CRFR2-BP antag	GalR3 antagonist
COc1ccc(/C=C/C(=O)Nc2ccc(C(C)=O)cc2)cc1S(=O)(=O)N1CCOCC1	-10.8	-1.4
COc1cc(C(=O)OCCCN2CCOCC2)cc(OC)c1OC	17.2	-4.2
Cc1ccc(C(=O)NCC(=O)OCc2nnc(-c3ccc([N+](=O)[O-])cc3)o2)cc1	-5.4	-5.4
CCCCN(C(=O)c1cc(Cl)nc2ccccc12)c1c(N)n(CCC)c(=O)[nH]c1=O	0.3	-3.0
N#Cc1ccc(CN2CCN(C(=O)C3CC(=O)N(c4ccc5c(c4)OCCO5)C3)CC2)cc1 (configuration not stated)	6.8	-5.7
C[C@H](O)[C@@H]1CN2CCc3c([nH]c4ccc(-c5ccc6c(c5)OCO6)cc34)[C@@H]2C[C@@H]1N(C)C(=O)Nc1cc(Cl)cc(Cl)c1	-4.4	-6.6

Look-ups from the results shown.
CRFR2-BP antag, C[C@H](CO)N1C[C@H](C)[C@@H](CN(C)Cc2cccnc2)Oc2cc(-c3cccnc3)ccc2S1(=O)=O → 6.6
GalR3 antagonist, CCCCN(C(=O)c1cc(Cl)nc2ccccc12)c1c(N)n(CCC)c(=O)[nH]c1=O → -3.0
CRFR2-BP antag, C[C@H](CO)N1C[C@H](C)[C@@H](CN(C)S(=O)(=O)c2ccc(F)cc2)OCc2cnnn2CCCC1=O → -1.8
